Lipid storage S3 – qHTS Assay for Lipid Storage Modulators in Drosophila S3 Cells | Potency in µM for hits, for the others lipid storage change, negative = inhibition, % at the top dose, mostly 46.1 µM | Drosophila S3 cells, BODIPY lipid droplet fluorescence, 18-24 h; cells fed with added oleic acid | 0.64% of 320,000 active | AID 2685, 2010; active means well fitted inhibition curve with a large enough effect in the signal ratio, with a control signal flat, not every such curve was filed as active; inconclusive means small, poorly fitted or top-dose-only effect, or effect the other way, or a change in a side signal; the % refers to the signal ratio
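Drosophila S3 cells loaded with oleic acid (400 uM, as added) and compounds at several concentrations; lipid droplets imaged by 488-nm laser-scanning cytometry, 500–530 nm intensity and object ratio to cell channel. Percent activity normalized to 20 uM Triacsin C.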
Lipid storage S3 cell count max – also measured in Lipid storage S3; calls as there; cell number change, %; measured here: cell count max response;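 cells counted by Cell Tracker Red CMTPX staining in the red channel; peak over a dose series mostly up to 46.1 µM; percent activity relative to internal control wells on each plate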
* hit, by the source's call; i = inactive; ? = inconclusive; nt = no result given; [ ] = dose if it differs, or a comment. On the % scale 0 is the no-effect control and ±100 the full control effect; potency means the concentration at half of the fitted maximal effect.

cpd | smiles | Lipid storage S3 | Lipid storage S3 cell count max
1 | Cc1ccc(C(=O)NC(=S)Nc2ccc3c(c2)OCCO3)c(C)c1 | -12.3% | -13.7
2 | O=C1CCCc2oc3ccc(O)cc3c21 | 1.6% | -0.6
3 | CCc1noc(C)c1C(=O)Nc1cc(S(=O)(=O)N2CCOCC2)ccc1N1CCN(CC)CC1 | ? | nt
4 | CC1CC1C(=O)Nc1cc(C(F)(F)F)ccc1N1CCOCC1 (stereo not given) | -9.5% | -7.4
5 | CCOc1ccccc1NC(=O)Nc1ccc2c(c1)OCO2 | ? | nt
6 | CN(Cc1ccco1)C(=O)c1ccc(S(=O)(=O)N2CCCCCC2)cc1 | ? | nt
7 | Cc1ccc(C(=O)C2CCN(CC(=O)N3CCN(c4ccc(F)cc4)CC3)CC2)cc1 | 2.3% | -0.3
8 | Cc1cc(C)nc(N2CCCC(C(=O)Nc3ccc4c(c3)OCCO4)C2)n1 (stereo not given) | ? | nt
9 | Cc1ccc(/C(O)=C2/C(=O)C(=O)N(CCCn3ccnc3)C2c2ccccn2)cc1 (stereo not given) | -5.2% | 0.1
10 | COc1ccc(CCC(=O)NC2CCCc3ccccc32)cc1OC (stereo not given) | ? | nt
11 | OCCC1CN(Cc2ccc(Oc3ncccn3)cc2)CCN1C1CCCCC1 (stereo not given) | 17.8% | -0.8
12 | O=C(CS(=O)(=O)c1cn(CC(=O)N2CCOCC2)c2ccccc12)Nc1ccccc1 | -9.2% | -4.6
13 | CCC(C)[C@H](NC(=O)Nc1ccc2c(c1)OCCO2)C(=O)OC (stereo not given in full) | -20.7% | -10.5
14 | Cn1cc(CN(CCCN2CCOCC2)C(=S)Nc2cccc(Cl)c2)c2ccccc21 | ? | nt
15 | CCC(C)(C)C1CCC2(CC1)NC(CO)(CO)CO2 (stereo not given) | 7.0% | -2.8
16 | C=Cc1ccc2c(c1)N(C)C(=C)S2 | ? | nt
17 | O=C(Nc1ccc(N2CCOCC2)nc1)c1ccccc1Cl | 2.3% | 9.5
18 | CC(C)OCCCNc1ncnc2c1cnn2-c1ccccc1 | -0.1% | 1.9
19 | Cc1ccccc1NC(=O)CSc1nnc(C2CC2)n1CC1CCCO1 (stereo not given) | ? | nt
20 | CCCS(=O)(=O)c1c(S(=O)(=O)CCC)c2cnccn2c1C(=O)c1ccc(OC)cc1 | 11.1% | -6.5
21 | Cc1ccc2c(c1)NCC(C(=O)NC1CCC(C)CC1)O2 (stereo not given) | 18.1% | 0.1
22 | COC(=O)C1=C(C)NC(=O)NC1c1cn(-c2ccccc2)nc1-c1cccs1 (stereo not given) | i | nt
23 | C=CCOc1ccc(/C=C(\C#N)C(=O)Nc2ccccn2)cc1OC | i | 4.8
24 | COc1ccc(S(=O)(=O)NCCCN2CCCC2=O)c(OC)c1 | 5.8% | 10.1
25 | CC(C)CCOc1cccc(OCC(=O)O)c1 | -11.1% | nt
26 | CCOC(=O)CN(C(=O)CSc1nnc(C)n1-c1ccccc1)c1cccc([N+](=O)[O-])c1 | 0.4% | 17.1
27 | COCCSc1ccccc1C(=O)NCCCn1ccnc1 | -7.4% | 8.6
28 | CCN(CC)S(=O)(=O)c1ccc(NC(=O)CCNC(=O)c2ccco2)cc1 | -1.8% | -1.6
29 | C/C(=N\NC(=O)c1ccco1)c1ccc(NC(=O)C(F)(F)F)cc1 | ? | nt
30 | Cc1cccc(Nc2c([N+](=O)[O-])ccc3nonc23)c1 | ? | nt
31 | CCOC(=O)C1CCN(C(=O)COC(=O)CNC(=O)c2ccc(OC)cc2)CC1 | ? | nt
32 | COc1ccc(N2CC(O)=C(c3nc(-c4ccc(F)cc4)cs3)C2=N)cc1 | 2.2% | -24.5
33 | COC(=O)CCN1CCN(S(=O)(=O)c2ccc3c(c2)OCCO3)CC1 | ? | nt
34 | O=C(NCC1CCCC(CNC(=O)Nc2ccc(Cl)cn2)C1)Nc1ccc(Cl)cn1 (stereo not given) | 0.082µM* | -15.8*
35 | CC(C)C(c1nnnn1C1CCCC1)N1CCN(C(=O)c2ccco2)CC1 (stereo not given) | i | 26.3
36 | Cc1ccc(-c2nc3ccsc3c(=O)[nH]2)cc1 | ? | nt
37 | Cc1ccc(N=c2ssnc2Cl)cc1 | ? | nt
38 | COc1cccc(C(C)NC(=O)Cc2cccs2)c1 (stereo not given) | ? | nt
39 | COc1ccc(NC(=O)Cn2nnc(C(N)=O)c2N)c(OC)c1 | ? | nt
40 | COc1cc(S(=O)(=O)N2CCOCC2)ccc1NC(=O)CSc1n[nH]c(=O)[nH]c1=O | ? | nt
41 | Cn1cc(CCC(=O)NCc2cccc(Cl)c2)c2ccccc21 | ? | nt
42 | C=C(C)C1CC=C(C)/C(=N\NC(=O)CNc2cccc3ccccc23)C1 (stereo not given) | -3.8% | -26.7
43 | NC(=O)COc1ccccc1C(=O)NC12CC3CC(CC(C3)C1)C2 | ? | nt
44 | COc1ccccc1NC(=O)Nc1ccccc1C(N)=O | 23.9%[9.22 µM] | 10.6
45 | CN(C)[C@H]1N(C(=O)c2ccc(Br)cc2)N=C2c3ccccc3S(=O)(=O)N21 | ? | nt
46 | CCOC(=O)c1ccc2[nH]cc(C(C)=O)c(=O)c2c1 | 5.1% | -12.0
47 | CCc1c(C)nc2ncnn2c1NC1CCCc2ccccc21 (stereo not given) | 4.1% | 24.9
48 | O=C(CSc1n[nH]c(-c2ccncc2)n1)Nc1ccc(F)cc1 | ? | nt
49 | CC1CCCN(C(=S)Nc2ccc(S(=O)(=O)N3CCCCC3)cc2)C1 (stereo not given) | ? | nt
50 | CS(=O)(=O)c1ccccc1C(=O)N1CCN(S(=O)(=O)c2ccc(C3CCCCC3)cc2)CC1 | ? | nt
51 | Cc1ccc(S(=O)(=O)c2ccc([N+](=O)[O-])cn2)cc1 | ? | nt
52 | Cc1ccc2[nH]c(=O)c3cc(C(=O)N(CCCOC(C)C)Cc4ccco4)sc3c2c1 | ? | nt
53 | O=c1[nH]c(=O)n(CCO)c2nnn(Cc3ccccc3)c12 | ? | nt
54 | CCCc1cc(=O)n2[nH]c(CCc3ccccc3)nc2n1 | 10.6% | -14.0
55 | O=C(Nc1ccc(Br)cn1)c1cccc2c1-c1ccccc1C2=O | -0.8% | -5.1
56 | COc1ccc(N2CC(C(=O)N3CCN(Cc4ccc5c(c4)OCO5)CC3)CC2=O)cc1 (stereo not given) | ? | nt
57 | CCC(CO)Oc1cc(NC(=O)c2ccccc2)c2ncn(C(C)C)c2c1 (stereo not given) | ? | nt
58 | COc1cc(OC)c(C2C(C(=O)Nc3ccccc3)=C(C)Nc3ncnn32)cc1OC (stereo not given) | 22.3% | -3.3
59 | CCN(CC)C(=O)C1CCN(Cc2ccc(Br)cc2)CC1 | ? | nt
60 | Cc1cc(OCc2nc(-c3cccs3)no2)cc(C)c1Cl | ? | nt

Quoted from the results shown (3 entries):
cpd | smiles | Lipid storage S3 | Lipid storage S3 cell count max
1 | Cc1ccc(C(=O)NC(=S)Nc2ccc3c(c2)OCCO3)c(C)c1 | -12.3% | -13.7
2 | O=C1CCCc2oc3ccc(O)cc3c21 | 1.6% | -0.6
3 | CCc1noc(C)c1C(=O)Nc1cc(S(=O)(=O)N2CCOCC2)ccc1N1CCN(CC)CC1 | ? | nt

Other results follow.
cpd | smiles | Lipid storage S3 | Lipid storage S3 cell count max
61 | CCC(C)NS(=O)(=O)c1cccs1 (stereo not given) | ? | nt
62 | Cc1ccc(NC2CCCN(C(=O)CCC3(C)CC3)C2)cc1C (stereo not given) | ? | nt
63 | CCOC(=O)NC(=S)c1ccc[nH]1 | 4.6% | -1.2
64 | O=C(O)c1ccc(N2C(=O)c3cccnc3C2=O)cc1 | ? | nt
65 | CCCCCCn1c(Br)nc2c1c(=O)n(C)c(=O)n2C | 23.2% | -0.1
66 | COc1ccccc1-n1c(CNC(=O)c2ccccc2)nnc1SCC(=O)Nc1nnc(C)s1 | -5.1% | -0.8
67 | CC1(OC(=O)C2CCCC2)C(=O)C=C2C=C(c3ccsc3)N(C3CCCCC3)C=C2C1=O (stereo not given) | -16.9% | nt
68 | Cc1ccc(Cl)cc1NC(=O)C(Cc1ccccc1)N1C(=O)C2C3CCC(C3)C2C1=O (stereo not given) | ? | nt
69 | O=C(Nc1ccc2ccccc2c1)c1ccc(NS(=O)(=O)c2ccc(Br)s2)cc1 | ? | nt
70 | CC(=O)N(CCc1cccc(C)c1)Cc1cc2cc(C)ccc2[nH]c1=O | -10.6% | -14.4
71 | CN1C(=O)/C(=C/c2ccc(C(F)(F)F)cc2)Sc2ccc(C(=O)N3CCN(c4ccccn4)CC3)cc21 | ? | nt
72 | Cc1cccc(C)c1NC(=O)CSCCO | ? | nt
73 | COc1ccc(C(=O)N2CCCCC2C(=O)Nc2ccc(-n3nc(C)cc3C)cc2)o1 (stereo not given) | ? | nt
74 | COc1cc(NS(=O)(=O)c2ccc(NC(=O)CN3C(=O)c4ccccc4C3=O)cc2)ncn1 | ? | nt
75 | O=C(C1CCN(S(=O)(=O)c2cccs2)CC1)N1CCCCCC1 | ? | nt
76 | O=C(NC1CCC(NC(=O)C(F)(F)C(F)F)CC1)C(F)(F)C(F)F (stereo not given) | ? | nt
77 | COc1ccc(CNCC(O)(c2ccccc2)c2ccccc2)cc1 | -28.2% | 11.7
78 | CCOc1cc(CNS(=O)(=O)c2ccc3c(c2)CC(=O)N3C)cc(OCC)c1OCC | ? | nt
79 | Cc1cccc(C)c1NC(=O)CNC(=O)c1ccc(N2CCCC2)c([N+](=O)[O-])c1 | ? | nt
80 | Cc1nnc(SCC(=O)NNC(=O)COc2ccc(Br)cc2)n1C | 5.9% | -5.6

Rewritten in transposed form: entries from further up.
#76 O=C(NC1CCC(NC(=O)C(F)(F)C(F)F)CC1)C(F)(F)C(F)F (stereo not given)
#77 COc1ccc(CNCC(O)(c2ccccc2)c2ccccc2)cc1
#78 CCOc1cc(CNS(=O)(=O)c2ccc3c(c2)CC(=O)N3C)cc(OCC)c1OCC

Screen / compound no.,76,77,78
Lipid storage S3,?,-28.2%,?
Lipid storage S3 cell count max,nt,11.7,nt

Next part
cpd | smiles | Lipid storage S3 | Lipid storage S3 cell count max
81 | C/C(CC(=O)Nc1ccc(OCc2ccccc2)cc1)=N\NC(=O)C(=O)Nc1cccc(C)c1 | 22.8% | -9.5
82 | Cc1ccc(CNC(=O)CNC(=O)c2ccco2)cc1 | -13.1% | -8.0
83 | COc1ccc(N(C(=O)Cn2nnc3ccccc32)C(C(=O)NCc2ccco2)c2ccncc2)cc1 (stereo not given) | i | -15.9
84 | COCCNC(=O)C(c1ccc(O)cc1)N(C(=O)CCC(=O)Nc1nccs1)c1ccc(C)cc1 (stereo not given) | 2.6% | 1.1
85 | C=CCNC(=O)c1onc(CSc2ccccc2F)c1C(=O)O | -11.0% | -0.2
86 | Cc1ccn2c(NC3CCCCC3)c(-c3cccc(-c4cccc(Cl)c4)c3)nc2c1 | ? | nt
87 | O=c1c(Cc2ccc(F)cc2)c(O)ccn1Cc1ccc(Cl)cc1Cl | ? | nt
88 | Cc1ccc(S(=O)(=O)Nc2ccccc2CNc2ccccn2)cc1 | 5.3% | -2.4
89 | CCN(CC)S(=O)(=O)c1ccc(N2CCOCC2)c(NC(=O)c2ccc(=O)n(C)n2)c1 | ? | nt
90 | COc1ccc(S(=O)(=O)N(C)C)cc1NC(=O)CN1C(=O)NC2(CCCC2)C1=O | ? | nt
91 | CC(=O)Nc1ccc(CN2CCC(CO)(CCOc3ccccc3)CC2)cc1 | ? | nt
92 | NC1=NC[C@@H](Cc2ccc(O)cc2)N1CCc1cc(C(F)(F)F)cc(C(F)(F)F)c1 | -10.3% | -7.4
93 | Cc1cc2ncc(-c3ccc(Cl)cc3)cn2n1 | ? | nt
94 | COc1ccccc1CNC(=O)c1ccc(CNc2c(N3CCCC3)c(=O)c2=O)cc1 | 0.6% | 1.7
95 | O=C(Nc1c(F)cccc1F)c1ccc2c(c1)CCN2S(=O)(=O)c1ccccc1 | ? | nt
96 | CC1(C)[N+]([O-])=C2C(=[N+]([O-])C1(C)C)c1ccccc1/C2=N\O | ? | nt
97 | Cc1ccc(CNC(=O)C(NS(=O)(=O)c2cccs2)C(C)C)cc1 (stereo not given) | 20.5% | 20.4
98 | CSCC(C)N1CCC(N2CCC(C(=O)NCc3ccccn3)CC2)CC1 (stereo not given) | i | 13.9
99 | N#Cc1cnn(-c2ncnc3sc(-c4ccccc4)cc23)c1N | ? | nt
100 | COc1ccc2c(c1)c(C(=O)N1CCN(C)CC1)c(C)n2-c1ccccc1 | ? | nt
101 | NC(=O)C1CCCc2c1n(Cc1ccccc1)c1ccccc21 (stereo not given) | 18.7% | -2.8
102 | O=C(c1cc(-c2ccc(Cl)cc2)on1)N1CCN(c2ccccc2)CC1 | ? | nt
103 | CCN(CC)CCCN1C(=O)c2oc3ccccc3c(=O)c2C1c1cccnc1 (stereo not given) | ? | nt
104 | Clc1ccccc1-c1ccc2ncnc(NCc3cccnc3)c2c1 | ? | nt
105 | COc1ccc(-c2nc(NC(C)=O)sc2-c2ccccc2)cc1 | ? | nt
106 | COCc1cc(/C=N\NC(=O)COc2ccc(Cl)cc2)ccc1OC | 26.3% | nt
107 | O=C(CN1C(=O)CSc2ncccc21)Nc1ccccc1F | i | nt
108 | S=C(NCc1ccccc1)NC1CCCCC1 | -4.7% | 3.1
109 | CC(Cn1cncn1)C(=O)N1CCN(S(=O)(=O)c2ccc(Cl)cc2)CC1 (stereo not given) | 8.9% | 18.8
110 | O=C(NCc1ccncc1)c1ccc(Cl)c(S(=O)(=O)N2CCCCC2)c1 | 7.5% | 14.4
111 | COC(=O)c1c(NC(=O)C2CC2)sc2c1CCN(C(C)=O)C2 | i | nt

A portion of the library; the hit share may differ from the screen's.
